Source: PubChem
RmlCD inh 1536: M. tuberculosis RmlC/RmlD coupled enzyme inhibitors, primary screen, biochemical, compound mixtures, 384-well, from 1536-well plates; dTDP-4-dehydrorhamnose reductase (Mycobacterium tuberculosis (strain ATCC 25618 / H37Rv)) …; 160,000 compounds, 0.03% hits; inhibition, % at 3.6 µM; RmlC+RmlD coupled enzyme assay, percent inhibition; primary screen in compound mixtures; AID 1533, 2009; in the data active = inhibition mostly above about 34%, no sharp cut-off; note: some results filed as inactive read as strong as hits
Target sequence (P9WH09 whole entry, looked up): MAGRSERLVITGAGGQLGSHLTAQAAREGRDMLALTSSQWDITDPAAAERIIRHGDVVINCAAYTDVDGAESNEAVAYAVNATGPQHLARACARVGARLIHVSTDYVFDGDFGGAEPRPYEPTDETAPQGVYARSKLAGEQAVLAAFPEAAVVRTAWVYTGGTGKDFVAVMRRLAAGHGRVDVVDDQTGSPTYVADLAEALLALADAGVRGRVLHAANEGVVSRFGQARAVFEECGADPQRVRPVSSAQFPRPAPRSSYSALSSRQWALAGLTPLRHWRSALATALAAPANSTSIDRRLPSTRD
Target sequence (P9WH11 whole entry, looked up): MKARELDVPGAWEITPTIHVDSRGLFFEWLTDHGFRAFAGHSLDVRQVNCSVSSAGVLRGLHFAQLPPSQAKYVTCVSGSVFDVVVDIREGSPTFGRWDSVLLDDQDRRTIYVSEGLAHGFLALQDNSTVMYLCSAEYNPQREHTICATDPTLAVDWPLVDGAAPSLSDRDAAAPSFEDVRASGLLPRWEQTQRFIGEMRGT
GlmU inhibition: inhibition of mycobacterial GlmU enzyme – biochemical, glucosamine-1-phosphate acetyltransferase (AID 1376). Bifunctional protein GlmU (Mycobacterium tuberculosis (strain ATCC 25618 / H37Rv)). M. tuberculosis GlmU acetyltransferase enzyme assay; higher % means a stronger effect. one-dose inhibition, %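 (tested at 30 µM in the primary screen)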; IC50 in µM for titrated hits. 220,000 compounds, 0.25% hits; in the data active = inhibition above about 13%;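 note: 0% = complete reaction with vehicle and 100% = reaction without substrate; strong numbers were not always called active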
Numbers without * were called inactive; nt = not tested or not shown. Only part of the results is shown (hit frequency here may not be typical).

No. | Molecule | RmlCD inh 1536 | GlmU inhibition
1 | CC(=O)C1=NOC(CNC(=O)c2c(-c3ccccc3Cl)noc2C)C1 (stereo not drawn) | 7 | 1.7%
2 | c1ccc2c(CN3CCOCC3)c3ccccc3c(CN3CCOCC3)c2c1 | -10 | 0.9%
3 | O=C(CCNS(=O)(=O)c1ccc2c(c1)CCC(=O)N2)NCc1cccnc1 | 13 | -1.7%
4 | Cn1c(Cn2c(=O)sc3ccccc32)nnc1SCC(=O)Nc1ccc2c(c1)OCO2 | 7 | 0.2%
5 | COc1ccc(CC(C(=O)Nc2cccc(F)c2)c2nn[nH]n2)c(OC)c1 (stereo not drawn) | -6 | -3.3%
6 | O=C(Oc1ccccc1O)c1cccc2ccccc12 | nt | -0.6%
7 | CCOc1ccc(N(CC(=O)NC2CCCCC2)C(=O)CNC(=O)c2ccco2)cc1 | nt | -0.9%
8 | CCC1Oc2ccc(C)cc2N(CC(=O)NCCN2C(C)CCCC2C)C1=O (stereo not drawn) | 7 | -2.2%
9 | CC/C(=C\C1CCCCC1)C(NP(=O)(c1ccccc1)c1ccccc1)c1ccccc1 (stereo not drawn) | nt | -0.3%
10 | CCOC(=O)c1[nH]c(C)c(C(=O)NCc2ccccn2)c1C | -3 | -0.3%
11 | Nc1nnc(CC(=O)N2CCCCC2)s1 | 17 | 3.6%
12 | CCn1nc(NC(=O)c2ccccc2)c2cc3cccc(C)c3nc21 | -11 | 4.1%
13 | COc1cc(/C=C/c2sc3ccccc3[n+]2CCCS(=O)(=O)[O-])ccc1O | nt | -7.5%
14 | CCOC(=O)c1oc2cc(O)ccc2c(=O)c1-c1ccc(OC)cc1 | 7 | 2.0%
15 | CCCC(=O)N1CC2(C)CN(C(=O)CCC)CC(CCC)(C1)C2=O | 8 | -3.4%
16 | CC1=NN(c2ccccc2)C(=O)C1C(=O)C(=O)Nc1ccc(F)cc1 (stereo not drawn) | nt | 1.1%
17 | Cc1ccc(Cn2c(SCCN3CCCCC3)nc3c2c(=O)[nH]c(=O)n3C)cc1 | nt | 3.5%
18 | O=C(NCC1CCCO1)/C(=C\c1ccc(Cl)cc1)NC(=O)c1ccccc1 (stereo not drawn) | 15 | -3.6%
19 | Cc1cccc(Nc2nn3c(=O)c4ccccc4nc3s2)c1 | nt | 8.7%
20 | CCOC(=O)N1CCc2c(sc(NC(=O)CN3CCN(C)CC3)c2C(=O)Nc2ccccc2)C1 | 6 | -1.4%
21 | O=C1CC(Cc2ccc(Cl)cc2)C(=O)N1c1ccncc1 (stereo not drawn) | nt | -2.1%
22 | C=C(C)CSc1nnc(-c2ccc(C)cc2)n1N | nt | -0.9%
23 | O=C(CCc1ccccc1)Nc1cc(NC(=O)CCc2ccccc2)cc(C(=O)O)c1 | -8 | 2.4%
24 | CCC(=O)N1CCc2cc(S(=O)(=O)CCC(=O)Nc3ccc(F)c(F)c3)ccc21 | -6 | -1.9%
25 | CCC(C)NC(=O)CSc1nc(-c2cccs2)cc(C(F)(F)F)n1 (stereo not drawn) | nt | 1.9%
26 | CCOC(=O)C(O)(c1ccc(N=c2ccccn2C)cc1)C(F)(F)F (stereo not drawn) | -6 | 2.1%
27 | Cc1ccnc(NC(=O)COC(=O)C2COc3ccccc3O2)n1 (stereo not drawn) | 12 | 7.4%
28 | CCc1ccc(NC(=O)Nc2cccc(OC)c2)cc1 | 39 | 0.3%
29 | O=C(NCc1ccccc1)c1ccc(=O)[nH]n1 | nt | -3.0%
30 | COc1c(O)ccc(/C=N/NC(=O)c2ccc3c(c2)OCCO3)c1[N+](=O)[O-] | -32 | 3.4%

Some of the entries above in a different format.
19. Cc1cccc(Nc2nn3c(=O)c4ccccc4nc3s2)c1
12. CCn1nc(NC(=O)c2ccccc2)c2cc3cccc(C)c3nc21
24. CCC(=O)N1CCc2cc(S(=O)(=O)CCC(=O)Nc3ccc(F)c(F)c3)ccc21

assay / entry	19	12	24
RmlCD inh 1536	nt	-11	-6
GlmU inhibition	8.7%	4.1%	-1.9%

The listing continues:
No. | Molecule | RmlCD inh 1536 | GlmU inhibition
31 | O=C(Cn1nnc(-c2cccs2)n1)N1c2ccccc2Sc2ccc(C(F)(F)F)cc21 | nt | 0.3%
32 | CCNC(=S)N/N=C/c1ccc(C#N)cc1 | -11 | -3.3%
33 | Cc1ccc(NC(=O)C(C)c2ccc(-c3ccccc3)c(F)c2)c(C)c1 (stereo not drawn) | nt | -1.7%
34 | Cc1cccc(NC(=O)CC2NC3CCCCC3NC2=O)c1 (stereo not drawn) | 3 | -0.9%
35 | Clc1ccc(CNCc2cccs2)c(Cl)c1 | 7 | 0.1%
36 | O=C(NNC(=O)C1[C@H]2CCCC[C@@H]12)Nc1cccc2ccccc12 (stereo partly drawn) | nt | 4.2%
37 | CC1(C)CC(NS(=O)(=O)c2ccc(S(=O)(=O)N3CCOCC3)cc2)CCO1 (stereo not drawn) | 20 | 6.0%
38 | COc1cnc(-c2ccccn2)nc1Sc1ccc(F)cc1 | 9 | 5.2%
39 | Cc1nn(C)cc1/C=C/C(=O)c1ccc(O)cc1 | -10 | 2.8%
40 | CCC1(COC(NC(=O)c2cccnc2)(C(F)(F)F)C(F)(F)F)COC1 | nt | -5.8%
41 | CC(C)COc1ccccc1C(=O)NC(CO)C(=O)O (stereo not drawn) | nt | -0.1%
42 | COC(=O)COc1cc2ccccc2cc1C(=O)Nc1ccccc1 | -13 | 6.1%
43 | Cc1ccc(NC(=O)COC(=O)Cn2nc(C)c([N+](=O)[O-])c2C)c([N+](=O)[O-])c1 | -5 | -3.2%
44 | Cc1ccc(-c2nn(-c3ccccc3)cc2/C=C/C(=O)Nc2nccs2)cc1 | 4 | -5.3%
45 | Cc1cc(C)nc(N2N=C(CSc3ccc(Cl)cc3)CC2=O)n1 | -10 | -0.7%
46 | CCN(CC)S(=O)(=O)c1ccc(OC)c(NC(=O)C(C)Oc2ccc3c(C)cc(=O)oc3c2)c1 (stereo not drawn) | nt | 1.1%
47 | Cc1ccc(-n2c(C)cc(C(=O)CN3CCCCC3)c2C)cc1 | 2 | -1.7%
48 | NC(=S)N/N=C1\CC(c2ccc3c(c2)OCCO3)Oc2ccc(F)cc21 (stereo not drawn) | nt | 2.0%
49 | COC(=O)CSc1ncc(OC)c(OC)n1 | 4 | -0.1%
50 | CCC(C)c1ccc(Nc2ncccc2C#N)cc1 (stereo not drawn) | nt | 3.2%
51 | Cc1cccc(C)c1NC(=O)CSc1nnnn1-c1ccc(C(=O)O)cc1 | nt | 0.2%
52 | COc1ccccc1NC(=O)CSc1nc(O)cc(=O)n1C | nt | 1.4%
53 | O=C(Cn1cc2c(n1)CCCC2)Nc1ccccc1Br | nt | 1.5%
54 | Cn1cnc([N+](=O)[O-])c1NCc1ccccc1 | -2 | 3.3%
55 | Cc1cc2c(NC(=O)Nc3ccccc3)cccc2nn1 | 28 | nt
56 | CCOCCCNC(=O)Cc1c(C(=O)O)[nH]c2ccc(Cl)cc12 | -9 | 2.5%
57 | O=C(Cn1nc(-c2ccc(Cl)cc2)ccc1=O)N1CCC2(CC1)OCCO2 | 3 | 0.7%
58 | CNC(=O)CNC(=O)Nc1ccc(C)cc1 | -3 | -5.9%
59 | NNC(=O)CS(=O)(=O)CS(=O)(=O)CC(=O)NN | -9 | 6.1%
60 | COc1ccc(/C=C/C(=O)NCC(=O)N/N=C(\C)Cc2ccccc2)cc1 | 5 | 3.3%
61 | O=C(/C=C/c1ccccc1)Nc1sc2c(c1C(=O)O)CCC2 | -9 | 4.1%
62 | CC(C)=CCN1CCN(Cc2ccc(C)s2)CC1CCO (stereo not drawn) | -11 | -1.6%
63 | CSc1nc2ccc(NC(=O)C3CC(=O)N(Cc4ccccc4)C3)cc2s1 (stereo not drawn) | nt | 0.5%
64 | Cc1ccnc(N2CCC(C(=O)NCc3ccccc3F)CC2)n1 | 11 | 3.9%
65 | CNS(=O)(=O)c1cccc(C(=O)OCC(=O)N2c3ccccc3CC2C)c1 (stereo not drawn) | nt | 2.8%
66 | COC(=O)c1cc2occc2n1CC(=O)N(C)C1CCCCC1 | 14 | 1.0%
67 | Cc1ccc(CS(=O)(=O)CCC(=O)NCCN2CCCC2)cc1 | -8 | -0.1%
68 | C#CCOCCOCCOCCNc1nc(N2CCN(C(=O)[C@H]([C@@H](C)O)n3cc(CCCCN)nn3)CC2)nc(N2CCN(C(=O)[C@H](C)n3cc(CCCN=C(N)N)nn3)CC2)n1 | nt | -6.1%
69 | O=C(NC1=NCCS1)c1cc(-c2cccnc2)nc2ccccc12 | 3 | 0.7%
70 | COc1ccc(C(=O)Nc2ccc(S(=O)(=O)NC(C)=O)cc2)cc1[N+](=O)[O-] | -3 | -2.0%
71 | CC(=O)c1ccc(N2CCN(C(=O)c3cc4c(s3)CCCC4)CC2)cc1 | -13 | -0.5%
72 | O=C(NCCN1CCOCC1)C12CC3CC(C1)CC(c1ccccc1)(C3)C2 | 3 | -0.3%
73 | COC(=O)COc1cccc(NS(=O)(=O)c2ccc(NC(C)=O)cc2)c1 | nt | -0.3%
74 | CCCOC(=O)/C(C(N)=NCc1ccccc1)=C(\O)OCCC | -4 | -1.2%
75 | CCCN(CC1CC1)C(=O)Nc1ccccc1C | nt | -0.9%
76 | COCCNCC(=O)Nc1ccc(OC(F)(F)F)cc1 | 6 | 2.7%
77 | CCOC(=O)C1CCN(C(=O)CNC(=O)OC(C)(C)C)CC1 | 3 | -0.6%
78 | COc1ccc(NC(=O)Nc2ccccc2F)cc1Cl | -12 | -3.7%
79 | CC12CCC(C(N)=O)(c3nc4ccccc4nc31)C2(C)C (stereo not drawn) | 6 | 1.7%
80 | Cc1ccc(-n2c(SCC(=O)N3c4ccccc4Sc4ccccc43)nnc2-c2ccncc2)cc1 | -29 | -2.5%
81 | O=C(Nc1ccon1)c1ccc(S(=O)(=O)N2CCOCC2)cc1 | nt | -8.8%
82 | O=C(COc1ccc(Cl)cc1)NCc1nnc(SCC(=O)c2ccccc2)o1 | nt | -2.4%
83 | Cc1ccccc1-n1c(=O)c2ccccc2n(CC(=O)NCc2ccco2)c1=O | -17 | -2.9%
84 | O=C(O)c1ccc2nc(-c3ccco3)c(-c3ccco3)nc2c1 | 60 | 21%
85 | CSc1ccc(C(=O)C2CCCN(S(=O)(=O)c3c(C)noc3C)C2)cc1 (stereo not drawn) | -9 | 7.4%
86 | COc1cccc2cc(C(C)N(CCCN3CCOCC3)C(=S)Nc3c(C)cccc3C)oc12 (stereo not drawn) | 2 | 5.5%
87 | CCSc1cc(C)nc2c(-c3ccccc3)c(C)nn12 | 4 | 1.7%
88 | C=CCNc1sc(C(=O)c2ccccc2)c(N)c1-c1nc2ccccc2s1 | 10 | -1.8%
89 | O=C(Nc1cccc2ccccc12)/C(Cl)=C/c1ccccc1 | 14 | -1.4%
90 | CC(OC(=O)Cn1c(C(F)(F)F)nc2ccccc21)C(N)=O (stereo not drawn) | 13 | 4.3%

Gathered by group, the compounds so far with a nitro group on carbon (four)
No. | Molecule | RmlCD inh 1536 | GlmU inhibition
30 | COc1c(O)ccc(/C=N/NC(=O)c2ccc3c(c2)OCCO3)c1[N+](=O)[O-] | -32 | 3.4%
43 | Cc1ccc(NC(=O)COC(=O)Cn2nc(C)c([N+](=O)[O-])c2C)c([N+](=O)[O-])c1 | -5 | -3.2%
54 | Cn1cnc([N+](=O)[O-])c1NCc1ccccc1 | -2 | 3.3%
70 | COc1ccc(C(=O)Nc2ccc(S(=O)(=O)NC(C)=O)cc2)cc1[N+](=O)[O-] | -3 | -2.0%

Rewritten with one line to a screen: entries from further up.
75. CCCN(CC1CC1)C(=O)Nc1ccccc1C
68. C#CCOCCOCCOCCNc1nc(N2CCN(C(=O)[C@H]([C@@H](C)O)n3cc(CCCCN)nn3)CC2)nc(N2CCN(C(=O)[C@H](C)n3cc(CCCN=C(N)N)nn3)CC2)n1
Assay by compound | 75 | 68
RmlCD inh 1536 | nt | nt
GlmU inhibition | -0.9% | -6.1%

The list goes on.
No. | Molecule | RmlCD inh 1536 | GlmU inhibition
91 | Cc1ccc(S(=O)(=O)N2CCN(C(=O)N(C)C)CC2)cc1 | -9 | -5.8%
92 | Cc1cc(C)cc(NC(=O)Nc2cccc(S(N)(=O)=O)c2)c1 | 7 | -2.4%
93 | O=C(CSc1ccc(Cl)cc1)N1CCC(c2nc3ccccc3s2)CC1 | -8 | 7.1%
94 | COc1ccc(OCCSc2nnc3c(Cl)cc(Cl)cn23)cc1 | 9 | 1.3%
95 | N#CC1(Nc2cccc(Br)c2)C(=O)Nc2ccccc21 (stereo not drawn) | 1 | nt
96 | CCCCC1=CC2=CC(=O)C(C)(OC(=O)CC)C(=O)C2=CO1 (stereo not drawn) | nt | 0.7%
97 | CC(=O)Nc1ccc(-c2csc(Nc3ccc(S(N)(=O)=O)cc3)n2)cc1 | -5 | 0.2%
98 | COc1ccc(NC(=O)NNC(=O)CCC(=O)Nc2ccccc2Cl)cc1 | -6 | -3.4%
99 | O=C(c1cccc(Oc2c(Cl)cccc2[N+](=O)[O-])c1)N1CCCCC1 | nt | 7.4%
100 | CC(C)(C)NC(=O)c1ccc2nccnc2c1 | -13 | 1.4%
101 | COCC(C)n1c(C)cc(C(=O)CN2C(=O)NC(Cc3c[nH]c4ccccc34)C2=O)c1C (stereo not drawn) | -10 | 3.1%
102 | O=C(NC(=S)Nc1ccc(S(=O)(=O)N2CCCCC2)cc1)c1ccc(Cl)cc1 | nt | 2.1%
103 | CCOc1ccc2nc(NC(=O)CSc3nc4ccccc4c(=O)n3Cc3ccco3)sc2c1 | nt | 0.9%
104 | CC1=C(C(N)=O)C(c2cccs2)n2ncnc2N1 (stereo not drawn) | -8 | -0.4%
105 | CN(c1ccccc1)c1nc(N)c([N+](=O)[O-])c(NCCO)n1 | -3 | -0.6%
106 | CCCCCCNCCn1cnc2c(N)ncnc21 | -5 | 2.2%
107 | CC(C)CNC(=O)CN(C1CCCCC1)S(=O)(=O)c1ccccc1 | -5 | -4.6%
